Assay outcomes as filed in PubChem.
Tau fibril ThT – tau fibrillization inhibition (ThT binding) | Potency, µM (series often up to 57.4 µM), without a hit: top-dose activity, negative = inhibition, usual class: inhibitors | 270,000 tested, 2.1% active | recombinant tau K18 P301L, heparin-induced fibrillization, ThT fluorescence | P10636; also: % is scaled to controls: 0 for no effect and ±100 for the full control effect; nearly all actives have a fitted effect of over 55% in size
Target sequence (P10636 561-689 P618L limits assumed): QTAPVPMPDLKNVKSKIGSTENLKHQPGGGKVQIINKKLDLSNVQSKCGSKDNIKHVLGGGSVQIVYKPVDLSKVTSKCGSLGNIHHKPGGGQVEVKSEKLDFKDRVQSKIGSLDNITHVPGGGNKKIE
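In this qHTS, human K18 P301L tau is incubated with compound and heparin for 6 hr at 37 C, and Thioflavin T fluorescence then reports fibril load.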
SMN2 splice enh – SMN2 splice variant enhancement | HEK293 SMN2-luciferase splicing reporter, luminescence, 30-36 h | Potency, µM (top dose mostly 46.1 µM), inactives show at the highest dose activity change, positive = activation, most hits filed as activators | 210,000 tested, 2.8% active | AID 1458; also: % of control where 0% means no effect; nearly all actives have a fitted effect of over 55% in size
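HEK293 cells carry an SMN2 minigene-luciferase reporter in which exon 7 inclusion puts luciferase in frame. Cells were seeded at 2000 cells/well, attached for 10-12 hours, then exposed to compounds for 30-36 hours at 37C before ONE-Glo luminescence.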
Tau fluor counter – counter-screen for tau fibril formation inhibitors. tau K18 P301L Alexa594 fluorescence, heparin fibrillization. Potency, µM (series often up to 57.7 µM), without a hit: top-dose activity change, negative = decrease. 280,000 tested, 0.93% active. AID 1463; also: % is scaled to controls: 0 for no effect and ±100 for the full control effect; nearly all actives have a fitted effect of over 55% in size
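Human tau K18 P301L (15 uM unlabeled, 0.24 uM Alexa 594-labeled) in 100 mM sodium acetate pH 7 with 20 uM heparin, 6 hr at 37 C. ThT 30 uM added, 1 hr ambient; Alexa 594 FP and total fluorescence read at 555/632 nm.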
ALDH1A1 inh – inhibitors of human aldehyde dehydrogenase 1A1; P00352; 220,000 tested, 7.3% active; Potency, µM (highest dose often 75.3 µM), for the others: top-dose activity, negative = inhibition, most hits filed as inhibitors; Purified ALDH1A1, NADH fluorescence, propionaldehyde substrate; active = well fitted inhibition curve with a large enough effect, not every such curve was filed as active; inconclusive = small, poorly fitted or top-dose-only effect, or another doubt; inactive = no such curve, though single readings can be large or run the other way;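 also: plate controls were no enzyme wells and a reference inhibitor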
Target sequence (P00352 whole entry, looked up): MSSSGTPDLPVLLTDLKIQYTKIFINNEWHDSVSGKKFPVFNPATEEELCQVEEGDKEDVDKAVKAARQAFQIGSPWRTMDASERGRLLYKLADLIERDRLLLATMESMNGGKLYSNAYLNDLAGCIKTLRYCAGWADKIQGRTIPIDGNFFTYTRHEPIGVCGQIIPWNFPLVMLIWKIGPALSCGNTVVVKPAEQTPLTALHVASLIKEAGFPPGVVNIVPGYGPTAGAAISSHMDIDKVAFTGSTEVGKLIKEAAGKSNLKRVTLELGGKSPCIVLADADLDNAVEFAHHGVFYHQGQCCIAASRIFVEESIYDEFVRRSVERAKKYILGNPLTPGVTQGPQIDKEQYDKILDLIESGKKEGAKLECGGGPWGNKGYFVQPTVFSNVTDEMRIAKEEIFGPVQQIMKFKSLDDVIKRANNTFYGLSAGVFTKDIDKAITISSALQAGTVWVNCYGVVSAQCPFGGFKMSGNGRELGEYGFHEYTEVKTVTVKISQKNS
HTT cytoprotect – cytoprotection in Huntington HTT-Q103 PC12 cell model; AID 1471; PC12 HTT-Q103 induced, cytoprotection, ATP luminescence, 40 h; 230,000 tested, 0.14% active; Potency, µM (doses to about 56.4 µM), without a hit: cytoprotection (ATP increase), actives largely listed as activators;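 also: % of control where 0% means no effect; nearly all actives have a fitted effect of over 45% in size; toxic huntingtin expression switched on by the ecdysone agonist tebufenozide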
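Huntington model: PC12 line, ecdysone-inducible HTTQ103 exon1–GFP, tebufenozide 100 nM. Test articles in a dose series. Endpoint luminescence from cellular ATP.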
KDM4E inh – blocks human JMJD2E demethylase activity; B2RXH2; JMJD2E catalytic domain, FDH-coupled NADH fluorescence (FDH is formaldehyde dehydrogenase); Potency, µM (highest dose often 57.1 µM), for inactives: at the highest dose activity change, negative = inhibition, most hits filed as inhibitors; 230,000 tested, 1.6% active; AID 2147; active = well fitted inhibition curve with a large enough effect, not every such curve was filed as active; inconclusive = small, poorly fitted or top-dose-only effect, or another doubt; inactive = no such curve, though single readings can be large or run the other way;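 also: 0% = wells with enzyme and -100% = buffer wells without enzyme; nearly all actives have a fitted effect of over 50% in size; many of its hits are not listed in these tables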
Target sequence (B2RXH2 1-337 limits assumed): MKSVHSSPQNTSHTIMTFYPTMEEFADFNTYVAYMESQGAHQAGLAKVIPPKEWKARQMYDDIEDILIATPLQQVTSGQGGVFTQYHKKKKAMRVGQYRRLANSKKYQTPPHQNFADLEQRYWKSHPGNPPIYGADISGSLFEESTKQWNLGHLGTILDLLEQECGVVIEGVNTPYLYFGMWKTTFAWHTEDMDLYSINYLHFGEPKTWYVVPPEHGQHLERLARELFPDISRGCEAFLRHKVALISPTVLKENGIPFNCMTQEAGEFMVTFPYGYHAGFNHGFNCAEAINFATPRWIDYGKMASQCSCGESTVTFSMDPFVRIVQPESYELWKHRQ
Tau fibril FP – blocks human tau fibril formation measured by polarization; P10636; K18 P301L tau heparin fibrillization, Alexa594 FP, 6 h; Potency, µM (titrated, usually from 57.7 µM), for the others: at the highest dose activity, negative = inhibition, actives largely listed as inhibitors; 280,000 tested, 0.39% active; AID 1468; also: % is scaled to controls: 0 for no effect and ±100 for the full control effect; nearly all actives have a fitted effect of over 55% in size
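Human K18 P301L fragment (15 uM unlabeled plus 0.24 uM Alexa 594-labeled) in 100 mM sodium acetate pH 7 with compound, aggregation induced by 20 uM heparin for 6 hr at 37 C. ThT (30 uM) added for 1 hr, then Alexa 594 FP read.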
HTT aggregate – inhibitors of mutant huntingtin aggregate formation in PC12 cells. PC12 HttQ103-GFP aggregates, Acumen cytometry, 40 h. Potency, µM (highest dose often 46.1 µM), without a hit: at the highest dose activity change, negative = inhibition, most hits filed as inhibitors. 220,000 tested, 1.1% active; also: % is scaled to controls: 0 for no effect and ±100 for the full control effect; nearly all actives have a fitted effect of over 60% in size
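Steps: seed 1500 PC12 HTTQ103-GFP cells/well; add tebufenozide, 100 nM final; add compound titration; add ATPLite reagent; quantify GFP aggregates by laser scanning cytometry.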
* hit, by the source's call; ? = inconclusive; nt = no result given; [ ] = dose if it differs, or a comment. Unless noted, calls follow the shape of the dose curve; as a rule, active = well fitted curve in the direction sought with a large enough effect; inconclusive = small, poorly fitted or top-dose-only effect, or another doubt; inactive = no such curve, though single readings can be large; an effect the other way counts as inactive or inconclusive. Potency is read from the fitted curve at half-maximal effect. Some of the compounds tested; rates above refer to the full screens.

Below each SMILES: Tau fibril ThT, SMN2 splice enh, Tau fluor counter, ALDH1A1 inh, HTT cytoprotect, KDM4E inh, Tau fibril FP, HTT aggregate
(1) N#Cc1c(-c2ccccc2)cc(C2CC2)nc1SCC(=O)O
 : -12%, 9%, -2%, ?, 2%[10 µM], -6%, 3%, -17%
(2) COC(=O)c1ccn(-c2nc(-c3ccco3)cc(C(F)(F)F)n2)n1
 : -13%, -2%, -9%, ?, -12%, ?, -3%, -6%
(3) COc1cccc(N=Nc2c(N)[nH]n3c(=O)cc(-c4ccccc4)nc23)c1
 : 4µM*, -86%, ?, 4%, -77%[inhibitor], -4%, 9%, 10µM*
(4) CCCCC(=O)Nc1nc(C)c(C(C)=O)s1
 : -5%, 0%, -6%, 5%, -25%, 5%, -6%, -13%
(5) CCCCCCCCCCCCC/C=C/[C@@H](O)[C@H](CO)NC(C)=O
 : 3%, 3%, -2%, 2%, -31%[inhibitor], nt, 8%, nt
(6) CCOC(=O)c1c(-c2ccc(OC)cc2)nc2nonc2c1N
 : -6%, 4%, 0%, 9%, 0.71µM*, -6%, -1%, ?
(7) CC(C)(C)C(=O)Nc1nnc(SCC(=O)Nc2ccc3c(c2)OCO3)s1
 : -13%, -9%, -14%, 0%, -7%[1.9 µM], -1%, 1%, -7%
(8) Cc1cc(C(=O)NCC(=O)OCC(=O)Nc2ccc(OC(F)F)cc2)ccc1[N+](=O)[O-]
 : 5%, 22%, 9%, 3.2µM*, 25%[10 µM], -9%, -1%, 6%
(9) CN(C)CCCN(C(=O)c1cccs1)c1nc(-c2ccccc2)cs1
 : -17%, 7.9µM*, -21%, -1%, -7%[10 µM], -6%, -11%, -14%
(10) Cc1[nH]nc(-c2ccc(OCc3cnn(-c4ccccc4)c3)c(C)c2O)c1Oc1ccccc1
 : -10%, -23%, ?, -14%, -64%[inhibitor], 3%, ?, -5%
(11) Cc1c(/C(O)=C2\C(=O)C(=O)N(CCN(C)C)C2c2cccnc2)cnn1-c1ccccc1 (stereo unspecified)
 : -13%, 9%, -6%, ?, -7%, -8%, 6%, -4%
(12) Cc1ccc(NC(=O)COn2nnc3ccc(S(=O)(=O)N(C)C)cc32)cc1F
 : -2%, -1%, -27%, ?, 7%, -5%, -8%, 7%
(13) CCCCC1CCC(C(=O)N2CC(=O)Nc3ccc(C)cc3C2c2ccc(F)cc2)CC1 (stereo unspecified)
 : -12%, 4%, -5%, nt, nt, nt, 1%, nt
(14) COc1ccc(N2CCN(C(=O)Cn3c(=O)[nH]c4ccsc4c3=O)CC2)cc1
 : 1%, -1%, 0%, -10%, -1%[1.9 µM], -3%, 6%, ?
(15) Cc1n[nH]c(C)c1S(=O)(=O)N1CCCC(C(=O)NCC2COc3ccccc3O2)C1 (stereo unspecified)
 : -9%, nt, -16%, 1%, -8%, 5%, 0%, -15%
(16) CCOC(=O)C1=C(CS(=O)(=O)c2ccc(C)c(C)c2)NC(=O)NC1c1ccc(O)cc1 (stereo unspecified)
 : -6%, -19%, -5%, 3%, -18%, -8%, -1%, -2%
(17) CCOC(=O)c1c(C)nc(C)c(C(=O)OCC)c1-c1cccc(N)c1
 : 1%, 22µM*, -8%, -1%, -40%, 8%, 1%, -1%
(18) COc1ccc(-c2nnc(SCC(=O)c3cc(C)n(Cc4cccs4)c3C)o2)cc1
 : -2%, -13%, 7%, ?, -4%, -7%, 6%, -14%
(19) CC(C)CCNC(=O)C(CC(C)C)N(Cc1ccc2c(c1)OCO2)C(=O)c1snc(C(N)=O)c1N (stereo unspecified)
 : -4%, -14%, -9%, ?, 18%[10 µM], ?, -16%, -20%[9.22 µM]
(20) COCc1nnc(NC(=O)CCN2C(=O)c3ccccc3C2=O)s1
 : -3%, -4%, -5%, -1%, -27%, -8%, -6%, -4%

More entries follow.
Below each SMILES: Tau fibril ThT, SMN2 splice enh, Tau fluor counter, ALDH1A1 inh, HTT cytoprotect, KDM4E inh, Tau fibril FP, HTT aggregate
(21) CCOC(=O)C1CCN(Cc2coc3c(Cl)cc(Cl)cc3c2=O)CC1
 : -6%, -11%, -5%, -15%, 4%, -7%, 3%, 15%
(22) COc1ccc(Cn2nnnc2C(c2cc3ccc(OC)cc3[nH]c2=O)N2CCCCCC2)cc1 (stereo unspecified)
 : ?, 3%, -13%, ?, 20%, ?, -5%, -9%
(23) CN1C/C(=C/c2ccsc2)C(=O)/C(=C/c2ccsc2)C1
 : -11%, 11%, 2%, -4%, 1%[1.9 µM], ?, 5%, ?
(24) COc1ccccc1NC(=O)Nc1nc(C(C)(C)C)cs1
 : -7%, 6%, -26%, 0%, -86%[inhibitor], -6%, -6%, -25%
(25) CCS(=O)(=O)Nc1ccc2c(c1)N(C(C)=O)c1ccccc1CC2
 : -5%, 17%, 2%, -7%, 19%, ?, 0%, 8%
(26) O=C(CSc1nc2[nH]ncc2c(=O)[nH]1)N1CCCCC1
 : 6%, 8%, 2%, 20µM*, 0%[10 µM], 2%, 3%, -11%
(27) Nn1cc(-c2ccccc2)nc1SCC(=O)NCCc1ccccc1
 : -10%, -10%, -6%, 3.2µM*, -2%, -6%, 11%, -11%
(28) O=C(CSc1ccc(Br)cc1)Nc1ccccc1Oc1ccccc1
 : 2%, 11%, -3%, -5%, 1%[1.9 µM], 0%, 2%, 18%
(29) Cc1ccc(NC(=O)CSC(N)=O)cc1Cl
 : ?, -4%, -8%, 3.5µM*, 12%, -2%, ?, 6%
(30) CCc1nnc(NS(=O)(=O)c2ccc(N3C(=O)c4ccccc4C3=O)cc2)s1
 : 3%, -5%, 4%, 6%, -23%, -5%, 5%, 7%
(31) COc1ccc2cc(C(c3nnnn3CCc3ccccc3)N3CCC(O)CC3)c(=O)[nH]c2c1 (stereo unspecified)
 : -12%, -1%, -3%, ?, -7%[10 µM], ?, -4%, -16%
(32) CCCn1nc(C(=O)NCc2ccccn2)c2ccccc2c1=O
 : -7%, 22%, -6%, 10µM*, -11%, 1%, -5%, -18%
(33) O=C(N/N=C\c1ccncc1)c1ccccc1O
 : -3%, 25%, -1%, 15%, -126%[inhibitor], 1%, 5%, 3%
(34) COc1ccc2c(c1)CCN1C2CCN2C(=O)CCC21 (stereo unspecified)
 : -6%, nt, 5%, nt, 1%[10 µM], ?, -1%, -14%[9.22 µM]
(35) COc1ccc(/C=N/NC(=O)Cn2cnc3ccccc3c2=O)cc1
 : 4%, 0%, 5%, 8%, 14%[10 µM], 6%, -9%, -5%
(36) COCCNc1ncnc2c1cnn2Cc1ccc(Cl)cc1
 : 3%, -1%, -8%, 4%, 5%[10 µM], 8%, 6%, 10%
(37) Cc1nc(NC(=O)c2ccc(Cl)cc2)nc2cc3c(cc12)OCO3
 : ?, 13%, 0%, ?, 23%[0.074 µM], ?, -9%, 1%
(38) CCOC(=O)/C=C/COc1ccccc1[N+](=O)[O-]
 : -16%, 24%, -14%, -2%, -11%, 5%, -4%, 10%
(39) O=C(NCCN1CCCCC1)c1ccc(Cn2c(SCc3ccc(F)cc3)nc3cccnc32)cc1
 : -7%, -7%, -11%, nt, nt, nt, -2%, nt
(40) N#CC1=C(N)OC2=C(C(=O)CCC2)C12CCC1(CC2)OCCO1
 : ?, -16%, -13%, ?, -5%[10 µM], ?, -2%, 2%

Following part:
Below each SMILES: Tau fibril ThT, SMN2 splice enh, Tau fluor counter, ALDH1A1 inh, HTT cytoprotect, KDM4E inh, Tau fibril FP, HTT aggregate
(41) COc1ccc(-c2nn(-c3ccc(F)cc3)c3c2cnc2ccc(F)cc23)cc1OC
 : -2%, 5%, -4%, nt, nt, nt, -8%, nt
(42) O=C(Oc1ccc(Cl)cc1)c1ccc(COC(=O)c2cnccn2)cc1
 : ?, 12%, -23%, -1%, ?, -22%, -6%, -4%
(43) CCOC(=O)C1(CCCc2ccccc2)CCN(C(=O)C2CCCN(C(N)=O)C2)CC1 (stereo unspecified)
 : -8%, nt, -5%, ?, -33%[inhibitor], 6%, -2%, 2%
(44) O=C(CC1C(=O)NCCN1Cc1ccc(F)cc1)NCCN1CCCc2ccccc21 (stereo unspecified)
 : ?, nt, -12%, ?, -8%, ?, ?, -13%
(45) c1ccc(OCc2nn3c(C4CCCCC4)nnc3s2)cc1
 : -11%, 3%, 0%, ?, -14%, 3%, 0%, -29%
(46) NC(N)=Nc1nc2ccccc2o1
 : -6%, nt, -10%, nt, 8%[10 µM], 3%, -7%, -2%[9.22 µM]
(47) COc1ccc(N(Cc2cc3ccccc3[nH]c2=O)S(=O)(=O)c2ccccc2)cc1
 : 1%, nt, -25%, nt, 5%[10 µM], ?, -5%, 7%[9.22 µM]
(48) Cc1cccc(CSc2nc3c(cc2C#N)CCC3)c1
 : 0%, 25%, -5%, 18%, -10%[10 µM], 5%, -3%, -25%
(49) Cc1ccc(NCc2cccnc2)cc1
 : -27%, 7%, -14%, ?, 26%, -5%, 6%, 1%[9.22 µM]
(50) COCC#Cc1ccc(C2NC(C(=O)O)CCC2C)cc1 (stereo unspecified)
 : -2%[11.5 µM], nt, -2%[11.6 µM], 16%[13.5 µM], -48%[inhibitor][10 µM], nt, -9%[11.6 µM], nt
(51) CCSc1nc(-c2ccc(OC)cc2)cc(-c2ccc(OC)cc2)c1C#N
 : -12%, 2%, -20%, ?, -7%, ?, ?, -15%
(52) Fc1ccccc1Nc1nc2ccccc2n2nnnc12
 : ?, ?, ?, -7%, -26%, ?, ?, -12%
(53) CCOC(=O)c1c(C)nc2c(c1C)/C(=N/O)CC(C)(C)C2
 : -1%, -24%, -4%, 3%, -11%, 2%, 0%, ?
(54) COc1ccc(-c2cc(C(=O)OCC(=O)Nc3ccc4c(c3)OCO4)c3ccccc3n2)cc1
 : ?, 13µM*, 8.9µM*[quencher], ?, -23%[10 µM], ?, -13%, 9%
(55) CCOc1ncccc1C(=O)OCc1c(Cl)cccc1Cl
 : 11%, 21%, 2%, 10%, 13%[10 µM], -5%, -11%, -12%
(56) N#CC(C#N)=C(N)Nc1cccc(Cl)c1
 : -4%, nt, -9%, nt, 0%[10 µM], 0%, -3%, 0%[9.22 µM]
(57) CC(C)NC(=O)CN(c1cccc(Br)c1)S(C)(=O)=O
 : -2%, 12%, 2%, -3%, 6%[10 µM], 4%, -2%, -7%
(58) O=C(N/N=C/c1ccc([N+](=O)[O-])s1)c1ccncc1
 : ?, nt, -18%, ?, 5%[10 µM], 3%, -9%, -9%
